Peg3 imprint – inducers of genomic imprint erasure in mouse ES cells. mouse ES Peg3-LacZ reporter, beta-gal luminescence, 40 h. Potency, µM (titrated, usually from 60.7 µM), inactives show at the top dose activity change, positive = activation, hits mostly activators. 0.02% of 110,000 active;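 further: 0% = negative control wells on the plate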
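Each well holds 300 Peg3LacZ-Neo (maternal) female ES cells incubated 40 h at 37C, 5% CO2. LacZ is measured by BetaGlo luminescence, with AC50 and maximum efficacy derived from dose-response curves.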
p53ts 39C kill – p53ts cell cytotoxicity, nonpermissive temperature; AID 902; 1.5% of 130,000 active; Potency, µM (top dose mostly 46.1 µM), for inactives: at the highest dose activity change, negative = cell killing, most hits filed as cytotoxic; H1299-p53A138V viability at 39C, ATP luminescence, 24 h; further: nearly all actives have a fitted effect of over 55% in size
p53ts 32C tox – p53ts cell cytotoxicity, permissive temperature | H1299-p53A138V at 32C, ATP luminescence viability, 24 h | Potency, µM (titrated, usually from 46.1 µM), for inactives: top-dose activity change, negative = cytotoxicity, hits mostly cytotoxic | 0.93% of 130,000 active;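 further: 0% = DMSO and -100% = full killing by reference compound; nearly all actives have a fitted effect of over 55% in size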
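Cells: H1299 p53ts (A138V), 600/well, pre-incubated 16–30 h at 37C. Cpd up to 46 uM, 24 h, 32C. Readout: ATPlite luminescence, 20 min RT. Normalization: DMSO vs tamoxifen 100 uM. AC50 by Hill equation.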
IkB signaling – IkB pathway inhibition in ABC-DLBCL cells; ABC-DLBCL IkBa-CBG/CBR dual luciferase ratio, 4 h; response scale: scaled: untreated 0%, proteasome inhibitor 100%; 0.04% of 110,000 active; Potency, µM (series often up to 57.1 µM), for inactives: top-dose IkBa stabilization activation; active means well fitted curve in the direction sought with a large enough effect in the signal ratio, not every such curve was filed as active; inconclusive means small, poorly fitted or top-dose-only effect, or a change in a side signal; the % refers to the signal ratio;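 further: the direction sought is a rising ratio; 0% = basal untreated cells and 100% = reference inhibitor full response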
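Luminescence ratio of IκBα-fused green versus native red beetle luciferase in OCI-Ly3 cells, 4 h post-doxycycline with compound; red signal alone, scaled from basal (0%) to zero light (-100%), flagged nonspecific or cytotoxic effects.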
* = called active by the depositor; [ ] = another dose, or the depositor's remark. Unless noted, the call rests on the fitted dose curve; in most records, active means well fitted curve in the direction sought with a large enough effect; inconclusive means small, poorly fitted or top-dose-only effect, or another doubt; inactive means no such curve, though single readings can be large; an effect the other way counts as inactive or inconclusive. Unless noted, on the % scale 0 is the no-effect control and ±100 the full control effect; potency means the concentration at half of the fitted maximal effect.

The opening 8 entries (preview)
For COc1cccc(N2CCN(CC(=O)Nc3nc4c(s3)CC(C)CC4)CC2)c1 (configuration not stated) the results were Peg3 imprint -20%, p53ts 39C kill 5%, p53ts 32C tox 17% and IkB signaling inconclusive.
CC(=O)Nc1cccc(-c2nc(-c3ccccc3)no2)c1 was read as Peg3 imprint -27%[10.9 µM], p53ts 39C kill inconclusive, p53ts 32C tox inconclusive and IkB signaling 3.8%.
`COc1ccc(NC(=O)c2oc3ccccc3c2NC(=O)Cc2coc3c(C)c(C)ccc23)cc1` gave Peg3 imprint -11%[10.9 µM], p53ts 39C kill -15%, p53ts 32C tox -5% and IkB signaling inconclusive.
For CCc1ccc(S(=O)(=O)NCCc2cn3ccsc3n2)s1 the results were Peg3 imprint -13%, p53ts 39C kill 11%, p53ts 32C tox 4% and IkB signaling -1.2%.
`O=C(Cn1nc(C(F)(F)F)c2c1CCC2)NCc1ccc(F)cc1` gave Peg3 imprint -9%, p53ts 39C kill -7%, p53ts 32C tox -10% and IkB signaling -0.9%.
Screening O=c1c2ccccc2nc(SCc2nc(-c3ccccc3)no2)n1-c1ccc(F)cc1 returned Peg3 imprint -12%, p53ts 39C kill 3%, p53ts 32C tox 12% and IkB signaling 5.3%.
`CCn1cc(C2Nc3ccccc3C(=O)N2O)c(C)n1` (configuration not stated) gave Peg3 imprint 2%, p53ts 39C kill -27%, p53ts 32C tox inconclusive and IkB signaling -1.5%.
Screening COCCCn1c(SCC(=O)NCc2ccco2)nc2sc3c(c2c1=O)CCC3 returned Peg3 imprint -10%, p53ts 39C kill -4%, p53ts 32C tox -3% and IkB signaling 0.4%.

The whole of this part, repeating the preview:
For COc1cccc(N2CCN(CC(=O)Nc3nc4c(s3)CC(C)CC4)CC2)c1 (configuration not stated) the results were Peg3 imprint -20%, p53ts 39C kill 5%, p53ts 32C tox 17% and IkB signaling inconclusive.
CC(=O)Nc1cccc(-c2nc(-c3ccccc3)no2)c1 was read as Peg3 imprint -27%[10.9 µM], p53ts 39C kill inconclusive, p53ts 32C tox inconclusive and IkB signaling 3.8%.
`COc1ccc(NC(=O)c2oc3ccccc3c2NC(=O)Cc2coc3c(C)c(C)ccc23)cc1` gave Peg3 imprint -11%[10.9 µM], p53ts 39C kill -15%, p53ts 32C tox -5% and IkB signaling inconclusive.
For CCc1ccc(S(=O)(=O)NCCc2cn3ccsc3n2)s1 the results were Peg3 imprint -13%, p53ts 39C kill 11%, p53ts 32C tox 4% and IkB signaling -1.2%.
`O=C(Cn1nc(C(F)(F)F)c2c1CCC2)NCc1ccc(F)cc1` gave Peg3 imprint -9%, p53ts 39C kill -7%, p53ts 32C tox -10% and IkB signaling -0.9%.
Screening O=c1c2ccccc2nc(SCc2nc(-c3ccccc3)no2)n1-c1ccc(F)cc1 returned Peg3 imprint -12%, p53ts 39C kill 3%, p53ts 32C tox 12% and IkB signaling 5.3%.
`CCn1cc(C2Nc3ccccc3C(=O)N2O)c(C)n1` (configuration not stated) gave Peg3 imprint 2%, p53ts 39C kill -27%, p53ts 32C tox inconclusive and IkB signaling -1.5%.
Screening COCCCn1c(SCC(=O)NCc2ccco2)nc2sc3c(c2c1=O)CCC3 returned Peg3 imprint -10%, p53ts 39C kill -4%, p53ts 32C tox -3% and IkB signaling 0.4%.
Screening CCOc1nc(C)ccc1-c1noc(-c2ccccn2)n1 returned Peg3 imprint -12%, p53ts 39C kill 8%, p53ts 32C tox 3% and IkB signaling -1.0%.
Screening CCOC(=O)c1sc2ncn(C(CC)C(=O)OCC)c(=O)c2c1C (configuration not stated) returned Peg3 imprint -16%, p53ts 39C kill -3%, p53ts 32C tox -6% and IkB signaling inconclusive.
COc1ccc(-c2noc(CCC(=O)NCCN(C)Cc3ccccc3)n2)cc1 was read as Peg3 imprint -41%[inhibitor], p53ts 39C kill -14%, p53ts 32C tox -3% and IkB signaling -2.3%.
`O=C(NC1CCCC1)C1CCN(S(=O)(=O)c2cccc3cccnc23)CC1` gave Peg3 imprint 3%, p53ts 39C kill -4%, p53ts 32C tox 10% and IkB signaling 0.0%.
O=C(Nc1ccc(C(=O)N2CCN(c3cccc(Cl)c3)CC2)cc1)c1nsc2ccccc12 was read as Peg3 imprint 9%[10.9 µM], p53ts 39C kill inconclusive, p53ts 32C tox -23% and IkB signaling inconclusive.
`CCOc1ccc(NC(=O)C(=O)NCCc2csc(-c3ccc(F)cc3)n2)cc1` gave Peg3 imprint -13%[10.9 µM], p53ts 39C kill 2%, p53ts 32C tox 0% and IkB signaling inconclusive.
Screening O=C(NCc1ccc2c(c1)OCO2)c1cccnc1 returned Peg3 imprint 5%, p53ts 39C kill -2%, p53ts 32C tox -9% and IkB signaling 0.9%.
For CCOc1ccc(-n2c(SCC(=O)Nc3ccc4c(c3)OCCO4)nc3c([nH]c4ccccc43)c2=O)cc1 the results were Peg3 imprint inconclusive, p53ts 39C kill 16%, p53ts 32C tox 26% and IkB signaling -2.8%.
Screening COC(=O)CNC(=O)C(C)NC(=O)OCc1ccccc1 (configuration not stated) returned Peg3 imprint -5%, p53ts 39C kill 1%, p53ts 32C tox -6% and IkB signaling -0.7%.
`CCOC(=O)N1CCN(c2nc3ccccc3nc2C(C#N)S(=O)(=O)c2ccc(C)cc2)CC1` (configuration not stated) gave Peg3 imprint -4%, p53ts 39C kill 11%, p53ts 32C tox 2% and IkB signaling -0.1%.
`Cc1ccc(NC(=O)c2csnn2)c(C)c1` gave p53ts 39C kill 13% and p53ts 32C tox -1%.
Screening COc1ccc(N(CC(=O)O)N=O)cc1 returned Peg3 imprint -5%[10.9 µM], p53ts 39C kill -6%[9.22 µM], p53ts 32C tox 3%[9.22 µM] and IkB signaling -1.1%[11.4 µM].
COc1ccccc1C1C(C#N)=C(N)Oc2cc(C)n(CCCn3ccnc3)c(=O)c21 (configuration not stated) was read as Peg3 imprint -3%, p53ts 39C kill 8%, p53ts 32C tox -1% and IkB signaling -1.2%.
`COC(=O)c1c(-c2cccs2)csc1NC(=O)c1ccc(C(C)C)cc1` gave Peg3 imprint -11%[10.9 µM], p53ts 39C kill 19%, p53ts 32C tox -9% and IkB signaling inconclusive.
`CCOC(=O)Cc1[nH]nc2c1C(c1ccoc1)C(C#N)=C(N)O2` (configuration not stated) gave Peg3 imprint -5%, p53ts 39C kill 3%, p53ts 32C tox -3% and IkB signaling 1.1%.
`O=C(c1ccc(F)cc1)N(Cc1ccccc1)C1CCS(=O)(=O)C1` (configuration not stated) gave Peg3 imprint -4%, p53ts 39C kill -1%, p53ts 32C tox 6% and IkB signaling 4.0%.
Screening CCN(CC)CCn1c(=N)n(CC(O)COc2ccccc2C)c2ccccc21 (configuration not stated) returned Peg3 imprint -8%[10.9 µM], p53ts 39C kill 16µM*, p53ts 32C tox inconclusive and IkB signaling inconclusive.
CCCOC(=O)c1[nH]c2c(c1C)C(=O)CC(c1ccc(OC)c(OC)c1)C2 (configuration not stated) was read as Peg3 imprint -1%, p53ts 39C kill 0%, p53ts 32C tox 5% and IkB signaling -0.2%.
For CCCCC(CC)CNC(=O)CN1C(=O)CSc2ccc(S(=O)(=O)N3CCOCC3)cc21 (configuration not stated) the results were Peg3 imprint -16%[10.9 µM], p53ts 39C kill -1%, p53ts 32C tox 11% and IkB signaling -1.7%.
`COC(=O)CNC(=O)C1(C)C=CCN1C(=O)c1ccccc1` (configuration not stated) gave Peg3 imprint -6%, p53ts 39C kill -20% and p53ts 32C tox -6%.
Cc1cc(O)c(C(c2cccc(F)c2)N2CCN(c3ccccc3)CC2)c(=O)n1Cc1ccco1 (configuration not stated) was read as Peg3 imprint 7%[10.9 µM], p53ts 39C kill -1%, p53ts 32C tox 0% and IkB signaling 1.8%.
For COc1ccc(CCNC(=O)c2ccc3c(c2)c(C)c(C)n3Cc2ccc(F)cc2)c(OC)c1OC the results were Peg3 imprint -3%[10.9 µM], p53ts 39C kill 5%, p53ts 32C tox 16% and IkB signaling 0.6%.
Screening CCOC(=O)C1CCN(S(=O)(=O)c2cc(Cl)c(C)cc2OC)CC1 returned Peg3 imprint -15%, p53ts 39C kill -9%, p53ts 32C tox 0% and IkB signaling 1.4%.
For COc1ccc(-c2cc(C(=O)Oc3ccc(Cl)cc3)c3ccccc3n2)cc1 the results were Peg3 imprint -14%[10.9 µM], p53ts 39C kill inconclusive, p53ts 32C tox inconclusive and IkB signaling 5.6%.
`COc1ccc(N2CCN(C(=O)c3cn(C)c4ccc(S(=O)(=O)N(C)C5CCCCC5)cc4c3=O)CC2)cc1` gave Peg3 imprint 3%[10.9 µM], p53ts 39C kill 9%, p53ts 32C tox 9% and IkB signaling 0.7%.
`Cc1cc(C)cc(Oc2ccc(N)cc2)c1` gave Peg3 imprint -9%, p53ts 39C kill -9%, p53ts 32C tox 0% and IkB signaling -1.6%.
CC(=O)Oc1cccc(N2C(=O)c3ccc(C(=O)O)cc3C2=O)c1 was read as Peg3 imprint -5%, p53ts 39C kill 10%, p53ts 32C tox -2% and IkB signaling 0.8%.
For CNC(=O)c1ccc2snnc2c1 the results were Peg3 imprint -9%, p53ts 39C kill 2%, p53ts 32C tox 2% and IkB signaling 2.7%.
CC(C)(C)c1ccc(S(=O)(=O)NCc2ccc3c(c2)CCN3C(=O)c2ccccc2)cc1 was read as Peg3 imprint -4%[10.9 µM], p53ts 39C kill -9%, p53ts 32C tox 18% and IkB signaling -1.4%.
For CCc1c(C)nc2[nH]nc(NC(=O)C(F)(F)F)n2c1=O the results were Peg3 imprint 11%, p53ts 39C kill 12%, p53ts 32C tox -3% and IkB signaling -0.9%.
For COc1ccc(-c2cc(C(F)(F)F)n3nc(C(=O)NCC45CC6CC(CC(C6)C4)C5)cc3n2)cc1OC the results were Peg3 imprint 10%[10.9 µM], p53ts 39C kill 22%, p53ts 32C tox 0% and IkB signaling inconclusive.
`CCOC(=O)C1=C(C(F)(F)F)Nc2ncnn2C1c1cccc(OC)c1OC` (configuration not stated) gave Peg3 imprint -6%[10.9 µM], p53ts 39C kill 8%, p53ts 32C tox -2% and IkB signaling 0.4%.
`CCC1=C(OC(=O)N(CC)CC)N2C(=O)OC(=NCCc3c[nH]c4ccccc34)[C@]2(C)[C@H]2C1=CC[C@H]1C(=O)N(CC)C(=O)[C@H]12` gave Peg3 imprint -14%, p53ts 39C kill 3% and p53ts 32C tox 17%.
Screening COc1ccc(CC(=O)N2CCc3cc(OC)c(OC)cc3C2COc2ccc(F)cc2)cc1OC (configuration not stated) returned Peg3 imprint -13%[10.9 µM], p53ts 39C kill -25%, p53ts 32C tox -1% and IkB signaling inconclusive.
Cc1ccc(CSc2nc3ccccc3c3nc(CCn4c(C)nc5ccccc54)nn23)cc1 was read as Peg3 imprint -13%[10.9 µM], p53ts 39C kill 18%, p53ts 32C tox 6% and IkB signaling 0.1%.
Screening CNc1nc(NC)nc(-n2c(C(F)(F)F)nc3ccccc32)n1 returned Peg3 imprint -13%, p53ts 39C kill 4%, p53ts 32C tox -2% and IkB signaling -5.4%.
Cc1ccc2c(c1)c1c(n2CC(O)Cn2c(C)nc3ccccc32)/C(=N\O)CCC1 (configuration not stated) was read as Peg3 imprint -40%[inhibitor], p53ts 39C kill inconclusive, p53ts 32C tox -6% and IkB signaling inconclusive.
O=C(CCn1c(=O)sc2ccccc21)NCCC1=CCCCC1 was read as Peg3 imprint -5%, p53ts 39C kill -2%, p53ts 32C tox 3% and IkB signaling -0.9%.
`COc1ccc(COC(=O)N/N=C2/C[C@@H](O)[C@@H](O)[C@@H]3[C@H]4C(=O)N(c5ccc(F)cc5F)C(=O)[C@@H]4CC[C@H]23)cc1` gave p53ts 39C kill 4%[9.22 µM] and p53ts 32C tox 5%[9.22 µM].
For CCOC(=O)c1cccc(NC(=O)C(Cc2ccccc2)NS(=O)(=O)c2cccc3nsnc23)c1 (configuration not stated) the results were Peg3 imprint -6%[10.9 µM], p53ts 39C kill 13%, p53ts 32C tox 10% and IkB signaling inconclusive.
Screening CCc1ccc(C2=CC(c3cc(Br)ccc3F)n3ncnc3N2)cc1 (configuration not stated) returned p53ts 39C kill -2% and p53ts 32C tox 2%.
